Assay outcomes (PubChem)
SRC1 inh – inhibits human SRC1 coactivator; Q15788; HEK293 GAL4-SRC1 luciferase reporter, luminescence; inhibition, % at 3.6 µM; 360,000 compounds, 0.12% hits; AID 588354;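 active means inhibition above the campaign mean plus 3 SD, with each screening campaign given its own cutoff, cut at about 60% in these data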;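 further: 0% = DMSO treated cells and 100% = gossypol at 36 µM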
TLR9-MyD88 inh – blocks human TLR9 binding to MyD88. Q9NR96+Q99836. CHO BLA complementation TLR9-MyD88, CCF4 FRET ratio. inhibition, % at 4.98 µM. 340,000 compounds, 0.21% hits. AID 504734;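 active means inhibition above the mean over all tested compounds plus 3 SD, cut at about 21% in these data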;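 further: 0% = DMSO only wells and 100% = clavulanate BLA inhibitor control wells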
SRC2 inh – human SRC2 (NCOA2) inhibition; 370,000 compounds, 0.17% hits; Q15596; AID 651957; HEK293 GAL4-SRC2 luciferase reporter, luminescence; inhibition, % at 9 µM;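 active means inhibition above the mean inhibition of all tested compounds plus 3 SD, set per campaign, cut at about 52% in these data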;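 further: 0% = DMSO treated cells and 100% = cells given Gossypol at 36 µM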
NCOA3 inh – human NCOA3 inhibition; inhibition, % at 3.6 µM; HEK293 GAL4-SRC3 luciferase reporter, luminescence; 360,000 compounds, 0.17% hits; Q9Y6Q9;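 active means inhibition above a per-campaign cutoff, the mean of all compounds plus 3 SD, cut at about 60% in these data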;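 further: 0% = DMSO-treated cells and 100% = gossypol-treated cells at 36 µM; higher means less SRC3-driven luciferase light from the GAL4 reporter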
Target sequence (Q9Y6Q9 whole entry, looked up, the tested form may be a part): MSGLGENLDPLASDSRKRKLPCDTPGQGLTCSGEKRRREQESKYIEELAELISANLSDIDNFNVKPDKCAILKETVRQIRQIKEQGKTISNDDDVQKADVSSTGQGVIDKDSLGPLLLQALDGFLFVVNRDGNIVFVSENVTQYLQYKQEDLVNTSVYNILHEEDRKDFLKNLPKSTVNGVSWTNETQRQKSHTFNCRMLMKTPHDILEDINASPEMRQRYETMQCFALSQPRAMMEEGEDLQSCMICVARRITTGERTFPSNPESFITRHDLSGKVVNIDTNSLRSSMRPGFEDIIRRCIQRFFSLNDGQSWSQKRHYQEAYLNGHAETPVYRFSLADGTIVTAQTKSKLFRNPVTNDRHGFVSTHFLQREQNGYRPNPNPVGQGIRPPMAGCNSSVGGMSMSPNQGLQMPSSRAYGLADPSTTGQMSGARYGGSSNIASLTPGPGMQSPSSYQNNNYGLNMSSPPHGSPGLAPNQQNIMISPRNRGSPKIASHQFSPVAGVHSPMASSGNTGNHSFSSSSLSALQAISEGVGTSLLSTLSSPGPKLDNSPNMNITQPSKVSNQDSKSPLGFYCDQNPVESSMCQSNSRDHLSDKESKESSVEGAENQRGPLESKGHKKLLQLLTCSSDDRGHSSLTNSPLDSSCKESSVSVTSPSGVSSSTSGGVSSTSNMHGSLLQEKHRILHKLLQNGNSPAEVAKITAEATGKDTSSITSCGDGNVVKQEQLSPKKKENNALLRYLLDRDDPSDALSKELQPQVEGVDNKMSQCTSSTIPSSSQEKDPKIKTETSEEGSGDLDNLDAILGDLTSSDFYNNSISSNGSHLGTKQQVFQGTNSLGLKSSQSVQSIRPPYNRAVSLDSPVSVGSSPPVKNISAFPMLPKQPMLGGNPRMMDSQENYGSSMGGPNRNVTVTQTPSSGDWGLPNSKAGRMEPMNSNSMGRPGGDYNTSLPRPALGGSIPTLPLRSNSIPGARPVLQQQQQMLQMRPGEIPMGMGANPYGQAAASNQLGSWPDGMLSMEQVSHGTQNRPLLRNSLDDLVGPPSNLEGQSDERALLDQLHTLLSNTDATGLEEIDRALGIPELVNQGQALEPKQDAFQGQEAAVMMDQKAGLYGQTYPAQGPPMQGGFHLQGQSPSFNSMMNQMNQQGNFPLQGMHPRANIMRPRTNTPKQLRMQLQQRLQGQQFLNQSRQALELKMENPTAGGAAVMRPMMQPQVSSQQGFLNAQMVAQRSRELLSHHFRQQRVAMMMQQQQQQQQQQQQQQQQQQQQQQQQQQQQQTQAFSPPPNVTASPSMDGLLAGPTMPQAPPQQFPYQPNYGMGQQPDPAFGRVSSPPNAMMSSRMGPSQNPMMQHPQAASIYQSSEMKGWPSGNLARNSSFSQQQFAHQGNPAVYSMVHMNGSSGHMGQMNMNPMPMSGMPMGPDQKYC
ABHD5-PLIN5 inh – ABHD5-PLIN5 protein interaction inhibition; Split G. princeps luciferase complementation, luminescence, 4 h; inhibition, % at 4 µM; Q00G26+Q8WTS1; 360,000 compounds, 0.78% hits;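 active means inhibition above the mean inhibition across every tested compound plus 3 SD, cut at about 22% in these data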;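 further: 0% = DMSO only wells and the 100% control is not disclosed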
Granule exo inh – blocks lytic granule exocytosis; TALL-104 LAMP-1 surface exposure, flow cytometry; cells stimulated with thapsigargin and PMA; inhibition, % at 10 µM; 360,000 compounds, 0.66% hits; AID 651702;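 active means inhibition above about 55%, limit read from the data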
NR2F2 inh – blocks human COUP-TFII nuclear receptor; P24468; 370,000 compounds, 0.7% hits; HEK293T NGFI-A luciferase reporter, luminescence; inhibition, % at 8.6 µM;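 active means inhibition above a per-plate cutoff, mean inhibition of test wells between control levels plus 3 SD, cut at about 38% in these data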;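 further: cells cotransfected with COUP-TFII expression vector driving the NGFI-A reporter; 0% = median of COUP-TF2 test wells and 100% = reporter-only cells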
NOD2 RIPK2 PPI – NOD2-RIPK2 protein interaction inhibition. O43353. CHO BLA complementation NOD2-RIPK2, CCF4 ratio. inhibition, % at 4.98 µM. 360,000 compounds, 0.38% hits; in the data active means inhibition above about 21%;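 further: 0% = vehicle only and 100% = reference blocker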
TWEAK-Fn14 inh – blocks TWEAK-Fn14 interaction in a reporter cell assay; TWEAK-stimulated Fn14 reporter cells, luciferase luminescence, 8 h; inhibition, % at 10 µM; 360,000 compounds, 2% hits; in the data active means inhibition above about 50%
NR5A2 inv ag – suppresses constitutive activity of human LRH-1. O00482. HEK293T StAR-luciferase reporter, LRH-1 transfected, 24 h. inhibition, % at 3.6 µM. 360,000 compounds, 0.13% hits;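 active means inhibition above the mean inhibition of all tested compounds plus 3 SD, cut at about 73% in these data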;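 further: 0% = DMSO wells and 100% = reporter-only cells lacking LRH-1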
TROY NFkB inh – TROY signaling inhibition; AID 1347056; inhibition, % at 10 µM; 360,000 compounds, 0.98% hits; Q293 LMP1-TROYcd NF-kB luciferase reporter, 4 h;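 active means compounds whose plate-normalised and pattern-corrected inhibition of the luciferase reporter signal at the single screening dose is 50% or more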
* = called active by the depositor. These rows are one share of the data; rates above refer to the full screens.

COc1cccc(C2Nc3ccccc3C(=O)N2c2ccc(F)cc2)c1O (stereo not given) was read as SRC1 inh -70, TLR9-MyD88 inh -4, SRC2 inh -59, NCOA3 inh -75, ABHD5-PLIN5 inh 2, Granule exo inh 66*, NR2F2 inh -49, NOD2 RIPK2 PPI -15, TWEAK-Fn14 inh -50, NR5A2 inv ag -43 and TROY NFkB inh -46.
`Cc1cc(C)cc(-n2nnnc2-c2cn(C)nc2C(F)(F)F)c1` gave SRC1 inh 5, TLR9-MyD88 inh -8, SRC2 inh 6, NCOA3 inh 8, ABHD5-PLIN5 inh -6, Granule exo inh -2, NR2F2 inh 12, NOD2 RIPK2 PPI 10, TWEAK-Fn14 inh 22, NR5A2 inv ag 5 and TROY NFkB inh 29.
Screening O=C(NCC1CCCO1)C(c1ccc(F)cc1)N(CC1CCCO1)C(=O)c1ccc(-c2ccccc2)[nH]1 (stereo not given) returned SRC1 inh -2, TLR9-MyD88 inh 9, SRC2 inh 6, NCOA3 inh 8, ABHD5-PLIN5 inh 0, Granule exo inh -2, NR2F2 inh -2, NOD2 RIPK2 PPI -6, TWEAK-Fn14 inh -9, NR5A2 inv ag 12 and TROY NFkB inh 2.
Screening Cc1cc2nc(-c3ccc(SCc4ccc(C(=O)O)cc4)nc3)[nH]c2cc1C returned SRC1 inh -86, TLR9-MyD88 inh 5, SRC2 inh -2, NCOA3 inh -70, ABHD5-PLIN5 inh -6, Granule exo inh 3, NR2F2 inh -33, NOD2 RIPK2 PPI 1, TWEAK-Fn14 inh 22, NR5A2 inv ag -57 and TROY NFkB inh 52*.
For CC1(C)CC(=O)C(N=Nc2ccc(Cl)cc2)=C(O)C1 the results were SRC1 inh -4, TLR9-MyD88 inh -10, SRC2 inh -16, NCOA3 inh 3, ABHD5-PLIN5 inh -2, Granule exo inh 11, NR2F2 inh 5, NOD2 RIPK2 PPI -8, TWEAK-Fn14 inh -3, NR5A2 inv ag 1 and TROY NFkB inh -21.
For Cc1cc[n+](-c2nc3ccccc3nc2[N-]S(=O)(=O)c2cccs2)cc1C the results were SRC1 inh -8, TLR9-MyD88 inh 9, SRC2 inh 1, NCOA3 inh -1, ABHD5-PLIN5 inh 1, Granule exo inh 4, NR2F2 inh 3, NOD2 RIPK2 PPI -3, TWEAK-Fn14 inh 3, NR5A2 inv ag 11 and TROY NFkB inh -10.
COc1ccc(CN2CCCC(C(=O)Nc3cccc(-n4cccn4)c3)C2)cc1 (stereo not given) was read as SRC1 inh -10, TLR9-MyD88 inh 2, SRC2 inh 16, NCOA3 inh 11, ABHD5-PLIN5 inh -3, Granule exo inh -1, NR2F2 inh 14, NOD2 RIPK2 PPI -3, TWEAK-Fn14 inh -20, NR5A2 inv ag -22 and TROY NFkB inh 24.
Cc1ccc(C)c(OCCCCCn2ccnc2)c1 was read as SRC1 inh 9, TLR9-MyD88 inh -1, SRC2 inh -13, NCOA3 inh 1, ABHD5-PLIN5 inh 7, Granule exo inh 2, NR2F2 inh 24, NOD2 RIPK2 PPI 12, TWEAK-Fn14 inh -7, NR5A2 inv ag -13 and TROY NFkB inh -26.
For COc1ccc(CCNC(=O)c2ccc(F)c(S(=O)(=O)N3CCCCC3)c2)cc1 the results were SRC1 inh -5, TLR9-MyD88 inh -8, SRC2 inh -2, NCOA3 inh -10, ABHD5-PLIN5 inh -14, Granule exo inh -6, NR2F2 inh 12, NOD2 RIPK2 PPI -7, TWEAK-Fn14 inh 33, NR5A2 inv ag 5 and TROY NFkB inh 15.
`NC(=O)COC(=O)c1cc(S(=O)(=O)N2CCOCC2)ccc1N1CCCCC1` gave SRC1 inh -5, TLR9-MyD88 inh 1, SRC2 inh 6, NCOA3 inh 1, ABHD5-PLIN5 inh -2, Granule exo inh -2, NR2F2 inh 12, NOD2 RIPK2 PPI -4, TWEAK-Fn14 inh -1, NR5A2 inv ag 6 and TROY NFkB inh -8.
Screening C/C(=N\NC(=O)Cn1c(-c2ccccn2)nc2ccccc21)c1ccccc1 returned SRC1 inh 11, TLR9-MyD88 inh 15, SRC2 inh -11, NCOA3 inh 9, ABHD5-PLIN5 inh -1, Granule exo inh 0, NR2F2 inh 17, NOD2 RIPK2 PPI 14, TWEAK-Fn14 inh 17, NR5A2 inv ag 8 and TROY NFkB inh 7.
`N#Cc1nc(-c2ccc([N+](=O)[O-])cc2)oc1N1CCCCC1` gave SRC1 inh -15, TLR9-MyD88 inh -4, SRC2 inh 13, NCOA3 inh -6, ABHD5-PLIN5 inh 0, Granule exo inh 0, NR2F2 inh 12, NOD2 RIPK2 PPI 2, TWEAK-Fn14 inh 2, NR5A2 inv ag -17 and TROY NFkB inh -2.

An excerpt from above in order of count of non-hydrogen atoms, ascending:
Cc1ccc(C)c(OCCCCCn2ccnc2)c1 was read as SRC1 inh 9, TLR9-MyD88 inh -1, SRC2 inh -13, NCOA3 inh 1, ABHD5-PLIN5 inh 7, Granule exo inh 2, NR2F2 inh 24, NOD2 RIPK2 PPI 12, TWEAK-Fn14 inh -7, NR5A2 inv ag -13 and TROY NFkB inh -26.
`Cc1cc(C)cc(-n2nnnc2-c2cn(C)nc2C(F)(F)F)c1` gave SRC1 inh 5, TLR9-MyD88 inh -8, SRC2 inh 6, NCOA3 inh 8, ABHD5-PLIN5 inh -6, Granule exo inh -2, NR2F2 inh 12, NOD2 RIPK2 PPI 10, TWEAK-Fn14 inh 22, NR5A2 inv ag 5 and TROY NFkB inh 29.
Screening Cc1cc2nc(-c3ccc(SCc4ccc(C(=O)O)cc4)nc3)[nH]c2cc1C returned SRC1 inh -86, TLR9-MyD88 inh 5, SRC2 inh -2, NCOA3 inh -70, ABHD5-PLIN5 inh -6, Granule exo inh 3, NR2F2 inh -33, NOD2 RIPK2 PPI 1, TWEAK-Fn14 inh 22, NR5A2 inv ag -57 and TROY NFkB inh 52*.

(more compounds)
Cn1nccc1C(=O)NC1CCCc2c1cnn2-c1ccc(F)cc1F (stereo not given) was read as SRC1 inh 21, TLR9-MyD88 inh -7, SRC2 inh 19, NCOA3 inh -37, ABHD5-PLIN5 inh 0, Granule exo inh -32, NR2F2 inh 61*, NOD2 RIPK2 PPI 3, TWEAK-Fn14 inh 19, NR5A2 inv ag 52 and TROY NFkB inh 28.
For CN(CC(O)COCc1ccc2c(c1)OCO2)C1CCCCC1 (stereo not given) the results were SRC1 inh -5, TLR9-MyD88 inh 1, SRC2 inh 2, NCOA3 inh 4, ABHD5-PLIN5 inh 1, Granule exo inh -4, NR2F2 inh 4, NOD2 RIPK2 PPI 6, TWEAK-Fn14 inh -1, NR5A2 inv ag 9 and TROY NFkB inh -15.
`Nc1nonc1C(=O)NCCNCc1cc(Br)ccc1OCc1ccc(F)cc1` gave SRC1 inh 8, TLR9-MyD88 inh -5, SRC2 inh 38, NCOA3 inh 21, ABHD5-PLIN5 inh 3, Granule exo inh 1, NR2F2 inh 50*, NOD2 RIPK2 PPI 0, TWEAK-Fn14 inh 21, NR5A2 inv ag 25 and TROY NFkB inh 28.
For CC(C)Oc1ccc(S(=O)(=O)N2CCCCC2)cc1NC(=O)CC1OC(=O)c2ccccc21 (stereo not given) the results were SRC1 inh 1, TLR9-MyD88 inh 0, SRC2 inh 3, NCOA3 inh 12, ABHD5-PLIN5 inh 2, Granule exo inh -2, NR2F2 inh -11, NOD2 RIPK2 PPI 4, TWEAK-Fn14 inh 0, NR5A2 inv ag 20 and TROY NFkB inh 11.
Cc1ccccc1NS(=O)(=O)c1cc2c3c(c1)CC(=O)N3CCC2 was read as SRC1 inh 0, TLR9-MyD88 inh -4, SRC2 inh 20, NCOA3 inh 11, ABHD5-PLIN5 inh -1, Granule exo inh 3, NR2F2 inh 7, NOD2 RIPK2 PPI 6, TWEAK-Fn14 inh -5, NR5A2 inv ag 3 and TROY NFkB inh 2.
Screening Clc1ccc(-c2nc(N3CCCCC3)nc3ccccc23)cc1 returned SRC1 inh -4, TLR9-MyD88 inh 9, SRC2 inh -8, NCOA3 inh -6, ABHD5-PLIN5 inh 2, Granule exo inh -3, NR2F2 inh 8, NOD2 RIPK2 PPI 8, TWEAK-Fn14 inh -7, NR5A2 inv ag 2 and TROY NFkB inh -12.
`COc1cc(C2C3C(=O)N(c4ccccc4)C(=O)C3ON2c2ccccc2)ccc1O` (stereo not given) gave SRC1 inh -11, TLR9-MyD88 inh -9, SRC2 inh -17, NCOA3 inh -14, ABHD5-PLIN5 inh -1, Granule exo inh -1, NR2F2 inh -16, NOD2 RIPK2 PPI -6, TWEAK-Fn14 inh -14, NR5A2 inv ag -32 and TROY NFkB inh 11.
Screening CN(C(=O)c1ccc(NC(=O)C2CCCN(C(=O)OC(C)(C)C)C2)cc1)C1CC1 (stereo not given) returned SRC1 inh 4, TLR9-MyD88 inh 9, SRC2 inh 9, NCOA3 inh 0, ABHD5-PLIN5 inh 1, Granule exo inh 6, NR2F2 inh -7, NOD2 RIPK2 PPI -5, TWEAK-Fn14 inh -15, NR5A2 inv ag -9 and TROY NFkB inh -12.
`O=C(Nc1ccc2c(c1)OCCO2)c1ccc(Cl)cc1Cl` gave SRC1 inh -93, TLR9-MyD88 inh -11, SRC2 inh -22, NCOA3 inh -82, ABHD5-PLIN5 inh 10, Granule exo inh 3, NR2F2 inh -14, NOD2 RIPK2 PPI 7, TWEAK-Fn14 inh 33, NR5A2 inv ag -127 and TROY NFkB inh -42.
For COc1ccc(S(=O)(=O)N2CCC(C(=O)N[C@@H](C)C(=O)N3CCCC3)CC2)cc1 the results were SRC1 inh -23, TLR9-MyD88 inh 0, SRC2 inh -17, NCOA3 inh 2, ABHD5-PLIN5 inh 0, Granule exo inh 3, NR2F2 inh 12, NOD2 RIPK2 PPI 7, TWEAK-Fn14 inh 2, NR5A2 inv ag 12 and TROY NFkB inh -7.
For COc1cc(/C=C(/C#N)C(=O)NCc2ccccc2)cc(OC)c1OC the results were SRC1 inh 7, TLR9-MyD88 inh -10, SRC2 inh -2, NCOA3 inh 11, ABHD5-PLIN5 inh 21, Granule exo inh 0, NR2F2 inh -24, NOD2 RIPK2 PPI -14, TWEAK-Fn14 inh -13, NR5A2 inv ag -7 and TROY NFkB inh -15.
`Cc1noc(C)c1CSCC(=O)N(C)CC(=O)Nc1ccccc1Br` gave SRC1 inh -2, TLR9-MyD88 inh 3, SRC2 inh 20, NCOA3 inh -9, ABHD5-PLIN5 inh -6, Granule exo inh 0, NR2F2 inh -1, NOD2 RIPK2 PPI 5, TWEAK-Fn14 inh 3, NR5A2 inv ag 15 and TROY NFkB inh 5.
`COc1cc(CNC(=O)CCCCCCC(C)C)ccc1O` gave SRC1 inh 13, TLR9-MyD88 inh -5, SRC2 inh 2, NCOA3 inh 4, ABHD5-PLIN5 inh 7, Granule exo inh -3, NR2F2 inh -6, NOD2 RIPK2 PPI -11, TWEAK-Fn14 inh -28, NR5A2 inv ag 23 and TROY NFkB inh 3.
